M1 ag parental – counter-screen for M1 agonists: effect in parental CHO-K1 cells | Fluo-8 calcium fluorescence; scaled to maximal ATP response, vehicle zero | activation, % at 3 µM | 360,000 tested, 0.48% active | AID 602248, 2012; in the data active = activation above about 15%;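 also: untransfected CHO-K1 host cells lacking M1 receptor as counterscreen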
M1 antag – human M1 muscarinic receptor antagonists, primary screen, CHO-K1 cells, Fluo-8 calcium fluorescence, 1536-well; AID 588852, 2011; 360,000 tested, 1.3% active; Muscarinic acetylcholine receptor M1 (Homo sapiens), P11229; CHO-K1 hM1, ACh EC80 antagonist; inhibition, % at 3 µM;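 active = percent inhibition above its own plate's cutoff, namely the mean of that plate's compound wells plus 3 SD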;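 also: peak over basal fluorescence ratio during 140 s after agonist addition; 0% = ACh EC80 plus DMSO and 100% = DMSO alone without agonist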
Target sequence (P11229 whole entry, looked up): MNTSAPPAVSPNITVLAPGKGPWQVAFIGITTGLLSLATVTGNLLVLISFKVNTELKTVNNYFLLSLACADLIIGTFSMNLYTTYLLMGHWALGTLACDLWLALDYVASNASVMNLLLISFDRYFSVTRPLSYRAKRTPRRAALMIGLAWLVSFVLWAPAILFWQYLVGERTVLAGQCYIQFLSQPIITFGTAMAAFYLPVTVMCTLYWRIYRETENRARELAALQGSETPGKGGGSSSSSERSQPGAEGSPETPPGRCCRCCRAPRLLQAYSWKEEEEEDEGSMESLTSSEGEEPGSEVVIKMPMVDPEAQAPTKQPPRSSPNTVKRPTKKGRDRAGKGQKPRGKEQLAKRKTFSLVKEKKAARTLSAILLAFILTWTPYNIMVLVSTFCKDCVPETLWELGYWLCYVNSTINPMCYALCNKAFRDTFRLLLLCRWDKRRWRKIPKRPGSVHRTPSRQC
CHRM1 PAM – human M1 muscarinic receptor positive allosteric modulators, primary screen, CHO-K1 cells, Fluo-8 calcium fluorescence, 1536-well; activation, % at 3 µM; AID 588819, 2011; Muscarinic acetylcholine receptor M1 (Homo sapiens), P11229; 360,000 tested, 0.088% active; CHO-K1 hM1, ACh EC20; 0% = ACh EC20, 100% = maximal ACh; in the data active = activation above about 19%, passing the limit was not always enough
CHO parental Ca – ATP-evoked calcium signal inhibitors, parental CHO, primary screen, counter-screen for OX1R antagonist project, cell-based, fluorescence, Fluo-8 calcium dye; parental CHO-K1, ATP-induced calcium, Fluo-8 fluorescence; inhibition, % at 5.6 µM; 330,000 tested, 0.63% active; AID 463079, 2010;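 active = inhibition above that plate's mean sample inhibition plus 3 SD, cut at about 26% in these data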;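 also: 0% = ATP-challenged DMSO wells and 100% = DMSO wells without ATP; some compounds past the cut are filed as inactive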
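Material: Parental CHO cells | Reagent: ATP | Compound dosing: Single nominal dose of 5.6 µM per compound | Detection: Intracellular calcium via Fluo-8 no-wash fluorescent dye | Read-out: % inhibition of ATP-induced calcium mobilization | Benchmarks: Low control ATP plus DMSO, high control DMSO only | Replicates: Singlicate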
TAAR1 ag – human TAAR1 agonists, primary screen, Fluo-8 calcium fluorescence, CHO RD-HGA16 cells; 360,000 tested, 0.99% active; Trace amine-associated receptor 1 (Homo sapiens), Q96RJ0; AID 624467, 2012; vehicle wells 0%, saturating PEA agonist 100%; activation, % at 3 µM;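 active = activation above the mean activation of all test compounds in the run plus 3 SD, cut at about 38% in these data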
Target sequence (Q96RJ0 whole entry, looked up): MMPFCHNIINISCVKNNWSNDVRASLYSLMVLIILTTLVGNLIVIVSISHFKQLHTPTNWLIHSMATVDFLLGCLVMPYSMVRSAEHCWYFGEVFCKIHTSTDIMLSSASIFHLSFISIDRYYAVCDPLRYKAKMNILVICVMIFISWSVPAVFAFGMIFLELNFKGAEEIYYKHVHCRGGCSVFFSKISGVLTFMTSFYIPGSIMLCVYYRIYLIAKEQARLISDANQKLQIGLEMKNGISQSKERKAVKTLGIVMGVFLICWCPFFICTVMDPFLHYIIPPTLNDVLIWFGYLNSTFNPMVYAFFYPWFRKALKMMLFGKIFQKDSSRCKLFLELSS
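test system = CHO RD-HGA16 cells carrying human TAAR1 plus Gα16 | schedule = 17-24 h seeding, 75 min 37 °C dye, 30 min RT | compound dosing = 3 µM single concentration | control set = DMSO and PEA EC100 | replicates = n 1 | signal = Fluo-8 fluorescence, 5 s baseline then 140 s kinetic read | measure = percent activation vs PEA EC100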
M1 PAM parental – nonselective calcium activators in parental CHO-K1 cells, primary screen, counter-screen for M1 PAM project, cell-based, Fluo-8 calcium fluorescence, full deck, 1536-well. ATP EC20; 0% at ATP EC20, 100% at ATP max. activation, % at 3 µM. 360,000 tested, 0.02% active. AID 602247, 2012;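 active = activation above the run cutoff, the mean activation of all test compounds plus 3 SD, cut at about 40% in these data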;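 also: peak over basal fluorescence ratio in a 140 s read after ATP addition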
TAAR1 antag – human TAAR1 antagonists, primary screen, Fluo-8 calcium fluorescence, CHO RD-HGA16 cells; Trace amine-associated receptor 1 (Homo sapiens), Q96RJ0; antagonist; inhibition, % at 3 µM; 360,000 tested, 1.5% active; AID 624466, 2012;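 active = inhibition above a per-plate cutoff, the mean inhibition of test compounds on that plate plus 3 SD, cut at about 49% in these data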;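 also: 0% = DMSO plus EC80 beta-PEA response and 100% = DMSO alone without agonist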
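Test system – hTAAR1-expressing CHO RD-HGA16 cells, Gα16-coupled · Also added – β-PEA at EC80 concentration, post-compound challenge · Compound – 3 µM, single point · Incubation – dye loading 75 min at 37 °C, then 30 min room temperature · Measured by – Fluo-8 intracellular calcium dye fluorescence, real-time kinetic reads · Benchmarks – vehicle and agonist controls · Replicates – singlicate, one well per test compound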
CHRM1 agonist – human M1 muscarinic receptor agonists, primary screen, Fluo-8 calcium fluorescence, CHO-K1 cells, HTS. Muscarinic acetylcholine receptor M1 (Homo sapiens), P11229. CHO-K1 hM1, agonist mode; 0% DMSO, 100% acetylcholine EC100. activation, % at 3 µM. 360,000 tested, 0.33% active. AID 588814, 2011;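 active = activation above the run's mean compound activation plus 3 SD, cut at about 16% in these data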;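 also: peak over basal fluorescence ratio within a 140 s kinetic read after compound addition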
CHO-K1 Ca antag – nonselective inhibitor or artifact in parental CHO-K1 cells; ATP-induced calcium, Fluo-8 fluorescence; inhibition, % at 3 µM; 360,000 tested, 0.6% active;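 active = inhibition above a per-plate cutoff, the plate's mean sample inhibition plus 3 SD, cut at about 24% in these data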;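 also: 0% = DMSO plus EC80 ATP and 100% = DMSO alone without ATP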
* marks the source's active call; other numbers are inactive results; / = not tested or not shown.

structure	M1 ag parental	M1 antag	CHRM1 PAM	CHO parental Ca	TAAR1 ag	M1 PAM parental	TAAR1 antag	CHRM1 agonist	CHO-K1 Ca antag
CCCC1(C(=O)OC)NC(c2cccc(F)c2)C2C(=O)N(CC)C(=O)C21 (stereo not drawn)	-0.1	-2	7	-17	4	-7	-13	-2	19
Clc1ccc(Nc2ccc(Cl)nn2)cc1	0.3	-19	8	7	-2	5	-17	-2	-6
COC(=O)c1ccc(C2C(C#N)=C(C)NC3=C2C(=O)CC(C)(C)C3)cc1 (stereo not drawn)	0.4	-13	6	-9	11	12	1	-4	-13
Cc1cc(C(=O)CSc2nc(N)cc(=O)[nH]2)c(C)n1-c1cccc(F)c1	1.5	-1	3	-4	0	14	7	-4	6
COc1cccc(OC)c1C(=O)Nc1ccccc1C(=O)N1CCOCC1	0.9	-7	7	-19	5	19	0	-4	-7
COCCN(C(=O)COC(=O)c1c(-c2ccccc2)noc1C)c1c(N)n(Cc2ccccc2)c(=O)[nH]c1=O	1.1	-3	6	-11	3	-4	-19	-2	-3
CCCS(=O)(=O)NC(=O)C1(C)CCN(C(=O)c2cc(C)on2)C1 (stereo not drawn)	0.6	-10	8	/	1	19	-6	-3	-6
O=C(NCc1ccco1)C1(c2ccc(Cl)cc2)CCCC1	-0.8	-10	9	-13	8	18	-9	-8	-11
CCOC(=O)C(CCCOc1ccccc1)C(=O)OCC	0.1	5	-2	-9	9	-2	-7	-4	2
Cc1cccc([C@H]2[C@@H]3C=CC[C@@H](C)[C@@H]3C(=O)N2Cc2ccccc2)c1	-0.1	-16	5	-26	1	0	-19	-5	-20
O=C1NC(=S)SC1=Cc1cc(Br)ccc1O	4.5	-4	1	/	7	3	25	6	-11
CC(C)CCNC(=O)C1CC(c2ccccc2C(F)(F)F)=NO1 (stereo not drawn)	-0.1	3	-2	-16	4	9	-9	-5	-16

Next section:
structure	M1 ag parental	M1 antag	CHRM1 PAM	CHO parental Ca	TAAR1 ag	M1 PAM parental	TAAR1 antag	CHRM1 agonist	CHO-K1 Ca antag
COC(=O)c1ccccc1NC(=O)C1CCCN(c2nnc(-n3cccc3)s2)C1 (stereo not drawn)	0.6	14	-16	-22	-3	19	19	-11	-2
O=C(COc1ccc2c3c(c(=O)oc2c1)CCCC3)N1CCN(c2ccc(F)cc2)CC1	2.2	-13	12	-25	0	20	0	-2	-13
NC(=S)N/N=C/c1ccc2cccc(OCc3ccccc3)c2n1	4.9	-11	5	-12	5	6	29	1	-5
O=C(NCCCN1CCOCC1)c1cc2c(=O)[nH]c3ccccc3c2s1	0.0	-15	0	-3	4	7	-21	-4	-3
COc1ccc2o/c(=N\O)c(C(=O)Nc3ccccc3OC)cc2c1	0.0	-8	7	28	7	7	-13	-4	4
CN(CCOC(=O)c1cccc(F)c1)Cc1ccccc1	0.1	13	-8	-9	14	17	-6	-8	1
CCn1nc(C(=O)OC(C(=O)c2c[nH]c3ccccc23)c2ccccc2)c2ccccc2c1=O (stereo not drawn)	0.6	-4	3	-14	9	20	2	-2	-12
O=C1CCc2cc(S(=O)(=O)NCCC(=O)N3CCN(c4cccc(Cl)c4)CC3)ccc2N1	-0.1	4	6	-11	10	-8	13	-2	12
Cc1ccc(C(=O)OCC(=O)c2ccc(CC(=O)N3CCOCC3)s2)c(C)c1	1.9	-8	7	/	2	2	-1	-2	4
CC(C)(C)NC(=O)C(c1ccc(O)cc1)N(C(=O)CCC(=O)Nc1nccs1)c1cccc(F)c1 (stereo not drawn)	0.1	10	-8	-15	6	-2	6	-4	10
Cc1csc(NC(=O)C2C3C=CC(C3)C2C(=O)O)n1 (stereo not drawn)	0.1	12	-8	9	7	-9	7	-4	-4
COc1cccc(CC(=O)Nc2cc(S(=O)(=O)N3CCOCC3)ccc2N2CCN(C)CC2)c1	-0.1	5	-5	-13	1	-9	-3	-7	-7

A stretch from further up, for reference:
structure	M1 ag parental	M1 antag	CHRM1 PAM	CHO parental Ca	TAAR1 ag	M1 PAM parental	TAAR1 antag	CHRM1 agonist	CHO-K1 Ca antag
COc1ccc2o/c(=N\O)c(C(=O)Nc3ccccc3OC)cc2c1	0.0	-8	7	28	7	7	-13	-4	4
CN(CCOC(=O)c1cccc(F)c1)Cc1ccccc1	0.1	13	-8	-9	14	17	-6	-8	1
CCn1nc(C(=O)OC(C(=O)c2c[nH]c3ccccc23)c2ccccc2)c2ccccc2c1=O (stereo not drawn)	0.6	-4	3	-14	9	20	2	-2	-12
O=C1CCc2cc(S(=O)(=O)NCCC(=O)N3CCN(c4cccc(Cl)c4)CC3)ccc2N1	-0.1	4	6	-11	10	-8	13	-2	12
Cc1ccc(C(=O)OCC(=O)c2ccc(CC(=O)N3CCOCC3)s2)c(C)c1	1.9	-8	7	/	2	2	-1	-2	4
CC(C)(C)NC(=O)C(c1ccc(O)cc1)N(C(=O)CCC(=O)Nc1nccs1)c1cccc(F)c1 (stereo not drawn)	0.1	10	-8	-15	6	-2	6	-4	10
Cc1csc(NC(=O)C2C3C=CC(C3)C2C(=O)O)n1 (stereo not drawn)	0.1	12	-8	9	7	-9	7	-4	-4
COc1cccc(CC(=O)Nc2cc(S(=O)(=O)N3CCOCC3)ccc2N2CCN(C)CC2)c1	-0.1	5	-5	-13	1	-9	-3	-7	-7

(cont.)
structure	M1 ag parental	M1 antag	CHRM1 PAM	CHO parental Ca	TAAR1 ag	M1 PAM parental	TAAR1 antag	CHRM1 agonist	CHO-K1 Ca antag
CC(O)(c1ccccc1)c1nc(-c2ccc(S(C)(=O)=O)cc2)cs1 (stereo not drawn)	1.5	5	-3	/	1	9	16	-5	-7
CN(C)S(=O)(=O)c1cccc(NC(=O)c2ccc(Sc3nncn3C)c([N+](=O)[O-])c2)c1	0.4	3	-4	-2	6	3	-10	-8	-4
O=C(CC1CS(=O)(=O)CC1CC(=O)Nc1ccc2c(c1)OCCO2)Nc1ccc2c(c1)OCCO2 (stereo not drawn)	0.4	2	3	-6	8	6	10	-3	-4
O=C(COC(=O)c1ccccc1)NCC1COc2ccccc2O1 (stereo not drawn)	0.6	-16	8	/	1	15	-2	-3	-4
Cc1ccc(C)c(-c2cc(C(=O)NC3CC3)c3ccccc3n2)c1	3.5	-7	6	/	3	7	18	-2	-11
COc1cc(/C=N/NC(=O)CSc2cc(C)c(Br)cc2C)ccc1O	6.9	0	1	8	24	16	66*	0	5
S=c1[nH]nc(COc2ccccc2)n1/N=C/c1ccc(Cl)cc1	1.2	-1	-3	/	-1	-5	-12	-2	-17
O=[N+]([O-])c1cccc(OCCCN2CCC(Cc3ccccc3)CC2)c1	1.5	77*	-30	-13	6	8	-1	-8	-8
COc1ccc(/C=C2/SC(=S)N(CCC(=O)N3CCN(C)CC3)C2=O)cc1	0.0	-16	15	-18	1	-4	-27	-5	-1
Cc1c(NC(=O)C(C)OC(=O)CNC(=O)c2ccccc2)c(=O)n(-c2ccccc2)n1C (stereo not drawn)	-0.1	7	2	-1	7	7	10	-2	-6
COc1ccccc1CCC(=O)NCCCn1ccc2ccccc21	0.4	-19	17	-13	4	19	4	-3	-9
CC(C)(C)N(Cc1ccccc1)C(=O)COC(=O)CCc1c[nH]c2ccccc12	3.8	9	-10	-8	8	-2	44	-1	4

Further results:
structure	M1 ag parental	M1 antag	CHRM1 PAM	CHO parental Ca	TAAR1 ag	M1 PAM parental	TAAR1 antag	CHRM1 agonist	CHO-K1 Ca antag
Cc1ccc(CSc2nnc(Nc3ccc(C)cc3)s2)cc1	0.5	-4	8	-25	1	22	-7	-7	-16
CCN(CC)C(=O)Oc1ccc2ccccc2c1Cl	-0.3	-6	7	-18	4	9	-3	1	-6
COc1ccc(C2COc3cc(O)ccc3C2)c(OC)c1O (stereo not drawn)	1.6	0	1	-9	3	25	-8	1	-9
COc1ccc(CSc2n[nH]c(=O)[nH]c2=O)cc1	0.4	-22	13	/	2	26	-11	-1	-12
C=CCOc1ccc(/C=N/n2nnnc2N)cc1OC	0.2	-10	10	-3	11	8	-4	-4	-5
CC(C)Cc1nc(SCC(=O)N2CC(C)OC(C)C2)c2c(=O)n(C)c(=O)n(C)c2n1 (stereo not drawn)	1.4	-4	6	7	2	11	-5	-4	-8
Cc1cc(C)c2c(c1)[C@@H]1C=CC[C@@H]1[C@H](c1ccc(S(=O)(=O)N3CCOCC3)cc1)N2	0.6	3	-5	2	1	19	15	-6	-7
Cc1occc(=O)c1OCc1ccc(F)cc1	-0.3	-7	8	-8	0	9	-17	-2	-5
COc1ccc(C2CC(c3ccc(F)cc3)n3nc(NS(C)(=O)=O)nc3N2)cc1 (stereo not drawn)	0.1	-22	12	5	1	14	-25	-1	-5
COc1ccc(NC(=O)C2CCN(S(=O)(=O)c3c(C)noc3/C=C/N(C)C)CC2)cc1	0.4	-12	6	9	11	7	-21	-2	-10

From PubChem
